Screening results deposited in PubChem by Sanford-Burnham Center for Chemical Genomics.
Jurkat NFkB inh – lowers PMA/ionomycin-induced NF-kB signal in Jurkat cells; PMA/ionomycin-induced NF-kB luciferase reporter, luminescence; inhibition, % at 4 µM; actives 0.53% (n = 330,000); AID 435003
Apaf1 inhib – inhibitors of human Apaf-1 apoptosome; O14727; reconstituted apoptosome caspase-3 activity, DEVD-Rh110 fluorescence; inhibition, % at 20 µM; actives 0.71% (n = 330,000); AID 489030; active = inhibition of at least 40% at 20 µM;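 note: plate controls were DMSO wells for no effect and DEVD-CHO caspase inhibitor wells for full effect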
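Material: reconstituted apoptosome with Apaf-1, cytochrome c, caspase-9, procaspase-3, dATP. Technique: Rh110 fluorescence intensity. Buffer or medium: pH 7.5 Hepes buffer with CHAPS, BSA, DTT. Times: 30 min plus 50 min, RT.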
UBC13 polyUb – human UBC13 polyubiquitination inhibition | P61088 | UBC13 polyubiquitin chain formation, TR-FRET | inhibition, % at 20 µM | actives 0.47% (n = 330,000) | AID 485273; in the data active = inhibition above about 45%, passing the limit was not always enough
Target sequence (P61088 whole entry, looked up): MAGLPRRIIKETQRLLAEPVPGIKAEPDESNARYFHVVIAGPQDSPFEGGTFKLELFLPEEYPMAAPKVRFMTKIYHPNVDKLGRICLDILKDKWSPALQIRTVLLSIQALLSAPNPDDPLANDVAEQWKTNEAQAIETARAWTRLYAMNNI
SENP7 block – inhibitors of human SENP7 protease; Q9BQF6; recombinant SENP7, Z-RLRGG-aminoluciferin luminescence, 40 min; inhibition, % at 5 µM; actives 1.5% (n = 330,000); AID 434973;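 active = inhibition above about 50% at the single test dose, limit read from the data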;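 note: plate controls were DMSO with enzyme for no effect and no enzyme buffer wells for full effect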
Target sequence (Q9BQF6 706-1050 limits assumed): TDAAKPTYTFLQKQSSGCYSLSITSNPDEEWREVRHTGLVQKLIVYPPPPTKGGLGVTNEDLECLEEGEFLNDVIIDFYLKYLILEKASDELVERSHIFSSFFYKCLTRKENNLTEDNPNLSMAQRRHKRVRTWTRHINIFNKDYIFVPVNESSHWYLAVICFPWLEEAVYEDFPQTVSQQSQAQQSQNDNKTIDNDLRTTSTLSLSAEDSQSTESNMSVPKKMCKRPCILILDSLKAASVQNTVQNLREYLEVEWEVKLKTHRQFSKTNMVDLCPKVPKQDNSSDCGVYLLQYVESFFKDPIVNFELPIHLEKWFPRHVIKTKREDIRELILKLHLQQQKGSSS
697 NFkB inh – lowers PMA/ionomycin-induced NF-kB signal in 697 B cells | 697 B-cell NF-kB luciferase reporter, 16 h | inhibition, % at 4 µM | actives 0.33% (n = 330,000) | AID 435022; in the data active = inhibition above about 35%
HKDC1 inhibitor – HKDC1 (human) hexokinase inhibition. Q2TB90. recombinant HKDC1, G6PDH/diaphorase resazurin coupled fluorescence. inhibition, % at 20 µM. actives 0.16% (n = 340,000). AID 493160;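 active = inhibition above about 35% when tested at 20 µM, limit read from the data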;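 note: plate controls were DMSO wells with enzyme for no effect and DMSO wells lacking enzyme for full effect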
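System: Recombinant HKDC1 hexokinase | Amount: HKDC1 at 5 µg/mL | Reagent: Glucose with 1 mM ATP | Doses: Single 20 µM dose | Incubation: Reaction time 90 min, room temperature, protected from light | Signal: Coupled resazurin fluorescence, excitation 525 nm, emission 613 nm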
SENP8 block – blocks the human protease SENP8; purified SENP8, Z-RLRGG-aminoluciferin cleavage, luminescence; inhibition, % at 10 µM; actives 1.2% (n = 330,000); AID 2540
Target sequence (Q96LD8 whole entry, looked up): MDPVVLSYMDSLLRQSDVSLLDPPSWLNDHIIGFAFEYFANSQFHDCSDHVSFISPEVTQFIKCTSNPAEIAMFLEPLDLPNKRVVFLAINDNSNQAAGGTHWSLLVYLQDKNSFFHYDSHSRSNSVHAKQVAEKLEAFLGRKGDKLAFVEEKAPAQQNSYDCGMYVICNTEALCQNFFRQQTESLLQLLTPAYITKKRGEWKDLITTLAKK
Gli-Sufu block – blocks Gli-Sufu signaling in a luciferase reporter. Sufu-KO-LIGHT fibroblasts, Gli luciferase reporter luminescence. actives 0.74% (n = 340,000). inhibition, % at 5 µM;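 active = inhibition above about 55%, limit read from the data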;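 note: 0% = DMSO-treated cells and 100% = wells with medium but no cells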
* = called active by the depositor; i = inactive; / = no result given; & = joins results of further samples. Cut-off read from the data, not from the text of the source, unless noted: active = inhibition above about 50%; inactive = the rest. This is a subset; the hit share may differ from the screen's.

A first look (2 entries):
SMILES	Jurkat NFkB inh	Apaf1 inhib	UBC13 polyUb	SENP7 block	697 NFkB inh	HKDC1 inhibitor	SENP8 block	Gli-Sufu block
CCc1ccc(CN2CCCC(C(=O)c3sccc3C)C2)o1 (configuration not stated)	-5	5	2	-8	9	8	-10	6
CC(=NCC1CCCO1)c1c(O)n(-c2ccccc2C)c(=O)[nH]c1=O (configuration not stated)	-27	-13	-2	9	-7	-5	-6	-2

The list itself, from the start:
SMILES	Jurkat NFkB inh	Apaf1 inhib	UBC13 polyUb	SENP7 block	697 NFkB inh	HKDC1 inhibitor	SENP8 block	Gli-Sufu block
CCc1ccc(CN2CCCC(C(=O)c3sccc3C)C2)o1 (configuration not stated)	-5	5	2	-8	9	8	-10	6
CC(=NCC1CCCO1)c1c(O)n(-c2ccccc2C)c(=O)[nH]c1=O (configuration not stated)	-27	-13	-2	9	-7	-5	-6	-2
CC(C)CNC(=O)c1c(N)n(Cc2ccco2)c2nc3ccccc3nc12	-1	45*	-13	10	6	16	12	-24
O=C(COc1ccccc1)c1cn(Cc2ccccc2)c2ccccc12	-4	11	10	2	8	4	-2	13
COc1cc(O)c(C(=O)O)c(-c2cc(O)c(O)cc2C)c1	5	0	-2	-3	21	1	6	5
OC(c1ccccc1)(c1ccccc1)C1CCNCC1	-5	0	4	-4	4	-2	4	6
C=CCn1c(O)c(/C(C)=N/N2CCCCC2)c(=O)[nH]c1=O	-1	8	-2	0	1	-2	-1	6
CN1Cc2c(c(C#N)c(N)n(C)c2=S)CC1(C)C	1	30	-19	6	10	8	3	-3
COc1ccc(-c2nc3ccccc3c(=O)n2-c2cccnc2)cc1	4	-12	3	-6	19	-6	-5	3
COC(=O)C1=C(c2ccc(OC(F)(F)F)cc2)C[C@@H]2CC[C@H]1N2C(=O)NCc1ccc(F)cc1	12	18	8	2	9	6	-3	-5
O=C(Cc1ccccc1)N1CCN(Cc2ccc([N+](=O)[O-])cc2)CC1	4	4	5	4	3	1	3	2
COC(=O)C1=C(c2ccc3ccccc3c2)C[C@@H]2CC[C@H]1N2C(=O)N1CCC(C)CC1	8	20	2	3	11	3	2	29
CC(=Nc1ccc(F)cc1)c1c(O)n(C)c(=O)[nH]c1=O	-4	0	-6	-4	-5	-2	0	-7
C#CCN(C)C(C)Cc1ccccc1 (configuration not stated)	-7	-2	6	5	-3	-4	-5	-75
O=c1c2ccccc2nc(-c2ccco2)n1-c1ccncc1	-4	1	-7	-2	2	-2	1	4
CC(=O)N1N=C(c2cccnc2)CC1c1ccccc1O (configuration not stated)	-5	0	2	-4	-22	-9	-10	-5
O=C(C1CCCO1)N1CCC2(CC1)OCCO2 (configuration not stated)	-3	-5	-13	1	8	11	-9	0
O=C(c1ccc2nc(-c3ccco3)c(-c3ccco3)nc2c1)N1CCC2(CC1)OCCO2	16	56*	-38	25	-2	11	24	0
COc1ccccc1CNCCc1ccc(F)cc1	-20	5	9	-9	1	-6	3	-4
CSc1ccccc1C(=O)C1CCCN(Cc2cccc(C)n2)C1 (configuration not stated)	-17	8	-7	-13	-52	2	-6	8
Cc1ccc(C(=O)C2CN(C)CC2C(=O)c2ccc(C)cc2)cc1 (configuration not stated)	-16	4	14	-6	-5	-1	-1	2
COc1cc2c(cc1OC)[C@@]13CCN4CC5=CCO[C@H]6CC(=O)N2[C@H]1[C@H]6[C@H]5C[C@H]43	4	-12	8	-7	8	3	2	10
Cn1nc(-c2ccc(OCC(=O)N3CCN(Cc4ccccc4)CC3)cc2)c2ccccc2c1=O	40&14	4&13	8&5	2&-6	4&-20	-7&-4	-2&5	49&47
CCN1C(=O)C(=Cc2c(C)n(CC(=O)NCC3CCCO3)c3ccccc23)C(=O)N(CC)C1=S (configuration not stated)	8	4	-12	1	13	4	4	8
COC(=O)C1=C(c2cccc(OCc3ccccc3)c2)C[C@@H]2CC[C@H]1N2C(=O)NCc1ccc(Br)cc1	-3	17	4	6	3	7	-1	10
NP(=O)(Oc1ccccc1Cl)Oc1ccccc1Cl	-9	1	-10	-7	-27	-5	-8	-5
CC(c1ccc(F)cc1)n1cc(C(=O)NCc2ccc3c(c2)OCO3)nn1 (configuration not stated)	-3	11	-6	-1	7	-2	-12	2
CCN(CC)S(=O)(=O)c1ccc(N=Cc2c(O)n(-c3ccccc3)c(=O)[nH]c2=O)cc1	-7	5	-10	-7	5	3	-12	13
CN1C(=O)C(=Cc2ccc(Sc3ccccc3)o2)C(=O)N(C)C1=O	4	2	-13	-4	-2	3	-13	-1
OCCNCCc1c[nH]c2ccc(OCc3ccccc3)cc12	7	14	22	3	4	-4	-1	-2
COc1ccc(S(=O)(=O)N2CCOCC2)cc1NC(=O)COC(=O)Cc1ccccc1	1	3	-6	5	18	0	-4	-6
O=C(NC(=S)N1C[C@H]2C[C@H](C1)c1cccc(=O)n1C2)c1ccc(Cl)cc1Cl	0	-3	5	-3	22	-3	-5	3
Clc1ccc2c(c1)C(c1ccccc1Cl)=NCc1nnc(N3CCN(CCSc4ccccc4)CC3)n1-2	2	30	4	-4	5	2	-2	-23
C[C@H]1CC[C@@H]2N(C1)C[C@H]1[C@@H]3C[C@H]4[C@@H](CC(=O)[C@H]5C[C@@H](O)CC[C@@]54C)[C@@H]3CC[C@H]1[C@]2(C)O	8	-1	8	3	-9	-7	-3	4
COc1cc(OC)c(OC)cc1CNCCc1ccc(OC)c(OC)c1	-13	3	-3	1	-5	-6	-6	2
O=C(c1cc2c(s1)-c1ccccc1OC2)N1CCC2(CC1)OCCO2	-72	9	15	84*	-124	-5	70*	-74
Cc1nc2nc(SCC(=O)N3CCC4(CC3)OCCO4)nn2c(C)c1Cc1ccccc1	-2	16	-5	-12	-34	-1	-6	-2
CN(C(=O)COC(=O)c1cn(C)c2ccccc12)C1CCCCC1	0	3	13	-7	-6	0	4	-1
Cc1cc(O)c2c(c1)OC(C)(C)C1=C2CC(C)CC1 (configuration not stated)	-1	10	2	-4	-21	10	11	6
O=C(Nc1ccccc1OC(=O)N1CCOCC1)N1CCOCC1	8	0	22	2	13	-3	-1	3
CN1C(=O)/C(=C/c2ccc(N3CCCCCC3)o2)C(=O)NC1=S	-82	14	i	11	-124	1	5	-70
Cc1nc2ccccc2c(=O)n1-c1ccc(Br)cc1[N+](=O)[O-]	-17	-3	1	8	11	14	2	-9
COc1ccc(OC)c(-n2c(O)c(/C=C3\C=Nc4ccccc43)c(=O)[nH]c2=O)c1	10	4	-15	-2	-11	8	-5	10
O=C(c1ccc(Cl)cc1)C1CCCN(C2CCSCC2)C1 (configuration not stated)	-3	-1	2	-4	4	10	2	35
O=S1(=O)CC2(N3CCOCC3)CCCCC21 (configuration not stated)	6	-21	5	4	18	-7	1	1
CCC(=NCc1cccnc1)c1c(O)n(-c2ccccc2C)c(=O)[nH]c1=O	-2	-27	4	-1	2	-1	4	0
CCOP(=O)(Cc1ccc(C(=O)CC)o1)OCC	17	-9	4	4	5	3	-10	-1
COC(=O)C1=C(c2c(C)noc2C)C[C@@H]2CC[C@H]1N2C(=O)NCCOc1ccc(OC)cc1	3	-3	-18	-7	1	-2	-10	2
CCCCOc1ccc(CN2CCN(CC)CC2)cc1	-36	8	4	4	-25	6	-5	14
CC1CC(OC(=O)c2ccccc2)(c2ccccc2)C(C)CN1C (configuration not stated)	-12	-12	4	-4	-4	-1	-2	2
CN1/C(=C\C=C2C(=O)NC(=S)NC2=O)C(C)(C)c2ccccc21	31	3	i	4	-6	-7	0	-13
CC(C)CN1CCN(Cc2cccc3c2OCO3)CC1CCO (configuration not stated)	3	-9	15	3	-6	0	-4	1
CN(C)C(=O)Oc1ccc(-c2nnco2)cc1	15	-4	-2	6	6	-5	-3	5
CCC(=Nc1ccc2c(c1)CCC2)c1c(O)n(-c2ccc(OC)cc2)c(=O)[nH]c1=O	14	12	4	7	4	-2	1	6
CCCOC(=O)c1ccc(-[n+]2c(-c3ccccc3)cc(-c3ccccc3)cc2-c2ccccc2)cc1	16	47*	27	-1	-43	-3	5	49
O=C(c1cc(C(=O)NCc2ccccc2)c(=O)n(Cc2ccccc2)c1)c1cc(Cl)ccc1O	11	12	-26	4	-14	-4	-9	11
CCOP(=O)(OCC)C(NC(=O)c1ccccc1Cl)=C(Cl)Cl	-11	-26	-5	-10	-12	-5	-4	8
Cc1c(N=Nc2c(O)n(Cc3ccccc3)c(=O)[nH]c2=O)c(=O)n(-c2ccccc2)n1C	16	-1	-39	-2	30	2	-1	-2
NNCc1cccc(O)c1	-16	-2	4	56*	6	-3	72*	2
COC(=O)C1=C(c2ccc(F)cc2OCc2ccccc2)C[C@@H]2CC[C@H]1N2C(=O)NCc1ccc(Cl)cc1	-3	19	-11	-12	11	5	-6	11

The list continues.
SMILES	Jurkat NFkB inh	Apaf1 inhib	UBC13 polyUb	SENP7 block	697 NFkB inh	HKDC1 inhibitor	SENP8 block	Gli-Sufu block
FC(F)(F)c1cccc(NC2=NCCCS2)c1	-3	-3	4	-3	-5	-6	1	4
O=C1NC(=O)C(=Cc2ccc(SC3CCCCC3)o2)C(=O)N1	-3	10	-34	9	-2	8	2	-2
CN1CC[C@]23c4c5ccc(OC6OC(C(=O)O)[C@@H](O)C(O)[C@H]6O)c4OC2C(O)C=CC3[C@H]1C5 (some centres not stated)	5	0	8	3	31	-4	8	-12
Cc1cc(C(=O)OCC(=O)Nc2cccc(F)c2)c(C)n1C1CC1	-5	14	-1	-7	-2	-2	-12	8
COc1ccc(CCn2c(O)c(C=NCCN3CCCCC3)c(=O)[nH]c2=O)cc1OC	10	3	-1	-2	10	-5	2	2
C=CCN1C(=O)NC(=O)/C(=C/c2cnc(SC)nc2)C1=O	-3	-1	-4	-1	3	-1	6	2
CCN1C(=O)NC(=O)/C(=C\c2cn(CC(=O)O)c3ccccc23)C1=O	-4	25	-21	-11	7	/	-6	/
CCN(CCCl)Cc1ccccc1Br	9	-1	-12	4	6	-1	-13	-2
C=CCn1c(O)c(C(C)=Nc2cc(OC)ccc2OC)c(=O)[nH]c1=O	-4	-5	-6	5	-2	7	4	-4
CCOC(=O)c1c(NS(=O)(=O)c2ccccc2)n(CCCOC)c2nc3ccccc3nc12	12	96*	-11	95*	22	-4	91*	8
CCC(=NCc1ccc(F)cc1)c1c(O)n(C)c(=O)n(C)c1=O	27	1	-3	4	-23	4	0	24
O=c1[nH]c(=O)n(CCc2ccc(F)cc2)c(O)c1/C=N/N1CCCCC1	2	-12	-17	2	-24	0	5	1
O=C1NC(=O)N(c2ccc3c(c2)OCO3)C(=O)/C1=C\c1ccc(-c2ccccc2C(=O)O)o1	5	-4	-26	3	10	2	0	1
CC(=O)Nc1ccccc1C(=O)OCC(=O)c1ccc2ccccc2c1	-5	22	7	-7	-27	3	-21	-2
C[C@@H]([C@@H](O)c1ccccc1)N(C)C(=O)Cc1ccccc1	7	2	0	-2	16	-3	-3	-7
CCCCn1c(O)c(C(CC)=NCc2ccc3c(c2)OCO3)c(=O)[nH]c1=O	9	13	6	2	-10	6	-4	12
Cc1cc(OC(=O)c2cccs2)c2c3c(c(=O)oc2c1)CCCC3	-3	26	12	5	-17	9	-8	5
COC(=O)CCCCC1SCC(NC(=O)c2ccccc2)C1Cl (configuration not stated)	-12	9	3	2	-39	4	0	-7

Compound profiles, from the list above.
Profile of Cc1cc(C(=O)OCC(=O)Nc2cccc(F)c2)c(C)n1C1CC1 = Jurkat NFkB inh = -5; Apaf1 inhib = 14; UBC13 polyUb = -1; SENP7 block = -7; 697 NFkB inh = -2; HKDC1 inhibitor = -2; SENP8 block = -12; Gli-Sufu block = 8
Profile of CCOC(=O)c1c(NS(=O)(=O)c2ccccc2)n(CCCOC)c2nc3ccccc3nc12 = Jurkat NFkB inh = 12; Apaf1 inhib = 96*; UBC13 polyUb = -11; SENP7 block = 95*; 697 NFkB inh = 22; HKDC1 inhibitor = -4; SENP8 block = 91*; Gli-Sufu block = 8
Profile of CCN1C(=O)NC(=O)/C(=C\c2cn(CC(=O)O)c3ccccc23)C1=O = Jurkat NFkB inh = -4; Apaf1 inhib = 25; UBC13 polyUb = -21; SENP7 block = -11; 697 NFkB inh = 7; HKDC1 inhibitor = /; SENP8 block = -6; Gli-Sufu block = /
